# CCR6 antagonist = CCR6 (human) receptor antagonism | P51684 | CHO-K1 CCR6 PathHunter beta-arrestin, luminescence, CCL20-stimulated | inhibition, % at 20 µM | hit rate 0.49% among 340,000 | AID 493098;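 active = compounds whose inhibition of the agonist-driven luminescence signal at 20 µM reaches about 50%, limit read from the data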;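 note: cells stimulated with CCL20 at 14 nM final; plate controls were DMSO with CCL20 for no effect and DMSO without agonist for full effect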
# UBC13 inh = inhibitors of human UBC13 polyubiquitin chain formation; hit rate 0.47% among 330,000; inhibition, % at 20 µM; P61088; TR-FRET; in the data active = inhibition above about 45%, passing the limit was not always enough
# Target sequence (P61088 whole entry, looked up): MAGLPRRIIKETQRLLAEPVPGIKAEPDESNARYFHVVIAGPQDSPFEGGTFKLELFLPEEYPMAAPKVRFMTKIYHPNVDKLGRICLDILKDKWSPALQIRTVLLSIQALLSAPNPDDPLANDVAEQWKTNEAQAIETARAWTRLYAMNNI
# Gli-Sufu block = antagonists of Gli-Sufu signaling; inhibition, % at 5 µM; Sufu-KO-LIGHT fibroblasts, Gli luciferase reporter luminescence; hit rate 0.74% among 340,000;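 active = inhibition above about 55%, limit read from the data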;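 note: 0% = DMSO-treated cells and 100% = wells with medium but no cells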
# EBI2 block = blocks human EBI2 receptor beta-arrestin signaling. inhibition, % at 5 µM. P32249. AID 651636. EBI2 beta-arrestin recruitment, luminescence, 7a,25-OHC stimulated. hit rate 0.81% among 360,000; in the data active = inhibition above about 38%;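 note: enzyme fragment complementation signal reports receptor beta-arrestin coupling in cells; 0% = agonist plus DMSO wells and 100% = wells without agonist; some results beyond the cut were filed as inactive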
# Target sequence (P32249 whole entry, looked up, the tested form may be a part): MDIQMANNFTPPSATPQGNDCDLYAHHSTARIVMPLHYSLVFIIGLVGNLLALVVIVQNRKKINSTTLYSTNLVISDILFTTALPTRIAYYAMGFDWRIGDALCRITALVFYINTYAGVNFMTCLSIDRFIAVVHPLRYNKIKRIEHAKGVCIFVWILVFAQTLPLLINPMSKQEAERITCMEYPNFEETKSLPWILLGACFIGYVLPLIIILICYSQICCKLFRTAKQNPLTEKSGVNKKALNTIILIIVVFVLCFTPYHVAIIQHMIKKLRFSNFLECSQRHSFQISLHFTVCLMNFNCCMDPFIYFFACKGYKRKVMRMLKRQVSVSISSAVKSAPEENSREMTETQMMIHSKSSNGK
# ATG4B inhibitor = blocks human ATG4B protease cleavage of LC3 substrate. ATG4B cleavage of LC3-PLA2, NBD-HPC fluorescence, 1 h. hit rate 0.51% among 340,000. inhibition, % at 8.33 µM. Q9Y4P1; in the data active = inhibition above about 40%
# APJ antagonist = APJ receptor antagonism | CHO-K1 APJ beta-arrestin complementation, luminescence | inhibition, % at 20 µM | hit rate 0.32% among 330,000 | AID 2521 | P35414;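 active = inhibition above about 40% at 20 µM, limit read from the data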;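 note: cells challenged with 10 nM apelin-13 agonist together with compound; plate controls were apelin-13 plus DMSO wells for no effect and DMSO wells lacking apelin-13 for full effect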
# CXCR6 block = CXCR6 (human) receptor inhibition; CHO-K1 PathHunter CXCR6 beta-arrestin, luminescence; inhibition, % at 20 µM; O00574; hit rate 0.36% among 360,000; AID 602244; in the data active = inhibition above about 34%, passing the limit was not always enough;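 note: antagonist mode with CXCL16 agonist at 10 nM final; 0% = 10 nM CXCL16 with DMSO and 100% = unstimulated wells without agonist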
# APJ ag = agonists of human APJ apelin receptor; hit rate 0.11% among 330,000; activation, % at 20 µM; CHO-K1 APJ PathHunter beta-arrestin, luminescence; 0% DMSO wells, 100% apelin; AID 2520;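 active = activation more than six SD over the plate average, tested at 20 µM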;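 note: 0% = DMSO alone and 100% = apelin-13 at 10 nM; some results filed as inactive read as strong as hits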
#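 Assay system: CHO-K1 APJ beta-arrestin complementation cell line / Compound: single test compound dose, 20 µM final, 1% DMSO / Times: overnight seeding, 90 min compound at 25 °C, 1 h detection / Technique: beta-gal luminescence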
# * = called active by the depositor; x = no result given.
SMILES,CCR6 antagonist,UBC13 inh,Gli-Sufu block,EBI2 block,ATG4B inhibitor,APJ antagonist,CXCR6 block,APJ ag
CCCCN(CC)S(=O)(=O)c1ccc(C(=O)N=c2sc3cc(NC(C)=O)ccc3n2C)cc1,8,17,7,-4,-2,-12,5,0
Cc1cnc(NC(=O)Nc2ccc(OCc3ccccc3)cc2)c(Br)c1,13,1,-26,-22,-1,7,3,-3
Cc1ccc(S(=O)(=O)n2nc(-c3cccnc3)nc2N)cc1,-4,-4,3,4,-6,13,-8,1
O=C1CCCc2nc(N3CCCCC3)sc21,-1,-5,-22,-6,-3,3,7,-3
O=C(CCC(=O)c1cccs1)NCC(=O)Nc1ccc(F)c(F)c1F,15,-2,-4,-9,-7,-25,-4,-4
CCn1c(Cc2ccccc2)nnc1SCC(=O)NC(C)(C)C,-3,-2,-2,-12,-7,12,-1,-2
N#Cc1ccsc1NC(=O)COC(=O)c1ccc(NC(N)=O)cc1,-4,-7,-24,-12,-11,-6,-3,-1
CCOC(=O)C1=C(C)NC(=O)NC1c1ccco1 (centres undefined),-18,-2,1,0,-1,-4,-3,-4
Nc1ccccc1N1C(=O)c2cccc3cccc(c23)C1=O,9,-9,8,2,-7,2,-4,-2
NC(=O)C1CCN(C(=O)c2ccc(Oc3cc(Cl)cc(Cl)c3)o2)CC1,-8,-1,8,8,1,8,-1,3
CCCCNC(=O)CC(NS(=O)(=O)c1ccc(C)cc1)c1ccco1 (centres undefined),-9,-8,4,2,-3,-5,10,1
N#CCCN1CCN(S(=O)(=O)c2ccc(S(=O)(=O)NC3CC3)cc2)CC1,5,2,2,-4,2,4,-4,0

# Retrieved by compound from the entries so far, six records:
SMILES,CCR6 antagonist,UBC13 inh,Gli-Sufu block,EBI2 block,ATG4B inhibitor,APJ antagonist,CXCR6 block,APJ ag
CCOC(=O)C1=C(C)NC(=O)NC1c1ccco1 (centres undefined),-18,-2,1,0,-1,-4,-3,-4
Cc1ccc(S(=O)(=O)n2nc(-c3cccnc3)nc2N)cc1,-4,-4,3,4,-6,13,-8,1
Nc1ccccc1N1C(=O)c2cccc3cccc(c23)C1=O,9,-9,8,2,-7,2,-4,-2
CCn1c(Cc2ccccc2)nnc1SCC(=O)NC(C)(C)C,-3,-2,-2,-12,-7,12,-1,-2
N#CCCN1CCN(S(=O)(=O)c2ccc(S(=O)(=O)NC3CC3)cc2)CC1,5,2,2,-4,2,4,-4,0
N#Cc1ccsc1NC(=O)COC(=O)c1ccc(NC(N)=O)cc1,-4,-7,-24,-12,-11,-6,-3,-1

# The listing picks up with the six entries that preceded the break.
SMILES,CCR6 antagonist,UBC13 inh,Gli-Sufu block,EBI2 block,ATG4B inhibitor,APJ antagonist,CXCR6 block,APJ ag
N#Cc1ccsc1NC(=O)COC(=O)c1ccc(NC(N)=O)cc1,-4,-7,-24,-12,-11,-6,-3,-1
CCOC(=O)C1=C(C)NC(=O)NC1c1ccco1 (centres undefined),-18,-2,1,0,-1,-4,-3,-4
Nc1ccccc1N1C(=O)c2cccc3cccc(c23)C1=O,9,-9,8,2,-7,2,-4,-2
NC(=O)C1CCN(C(=O)c2ccc(Oc3cc(Cl)cc(Cl)c3)o2)CC1,-8,-1,8,8,1,8,-1,3
CCCCNC(=O)CC(NS(=O)(=O)c1ccc(C)cc1)c1ccco1 (centres undefined),-9,-8,4,2,-3,-5,10,1
N#CCCN1CCN(S(=O)(=O)c2ccc(S(=O)(=O)NC3CC3)cc2)CC1,5,2,2,-4,2,4,-4,0
C/C(Cc1ccccc1)=N\NC(=O)c1cc(C(C)(C)C)[nH]n1,2,-2,-5,0,-9,-5,-4,0
Cc1cc(/C=N/NC(=O)c2ccncc2)c(C)n1-c1ccccc1,5,-15,-16,-2,4,-5,2,-1
Cc1c(OCC(=O)NC(Cc2c[nH]c3ccc(O)cc23)C(=O)O)ccc2c3c(c(=O)oc12)CCC3 (centres undefined),13,-3,7,-13,-6,-1,0,-2
O=C(Nc1ccc2c(c1)OCO2)C1CCN(Cc2cnn(-c3ccccc3)c2-n2cccc2)CC1,37,4,-2,13,-13,6,-17,-3
COc1ccccc1CNc1nc(=S)[nH]c2cc(OC)c(OC)cc12,16,1,44,-4,-7,1,-8,-2
CN(C)N1C(=O)CC(NNC(=O)c2ccncc2)C1=O (centres undefined),2,-4,-13,-10,-1,-5,-1,0
NC(=O)c1cc(S(=O)(=O)N2CCOCC2)ccc1Sc1ccccc1N,7,-1,4,0,-11,26,0,0
CC1CCCCN1C(=S)NCc1ccccc1 (centres undefined),4,-1,12,-13,-6,0,-4,0
Cc1cc2[nH]c(=O)c(=O)[nH]c2cc1S(=O)(=O)Nc1cccc(Cl)c1C,-3,-8,-1,0,-6,3,0,-1
Cc1c(C(=O)COC(C)(C)C)[nH]c2ccccc12,2,-15,1,8,-4,7,0,3
O=C(COc1ccc(S(=O)(=O)N2CCCCC2)cc1)N1CCOCC1,7,-8,-7,-2,-1,18,-14,2
COc1cccc(Nc2ccc(N3CCCCC3)cc2)c1OC,12,14,-22,-12,7,-1,-8,-3
O=C(CCc1nnc(Cc2cccc(C(F)(F)F)c2)o1)NCC(F)(F)F,6,-5,0,-14,-5,-2,7,-3
CCc1nccn1S(=O)(=O)c1ccc(OC)c(C)c1C,2,5,2,-2,4,-14,5,-1
CCOc1ccc(NC(=O)CC2C(=O)N(c3ccc(OC)cc3)C(=S)N2Cc2ccccn2)cc1 (centres undefined),1,-1,-4,3,-11,1,4,-3
CN(c1ccccc1)S(=O)(=O)c1ccc(Cl)c(C(=O)Nc2nn[nH]n2)c1,-3,-4,-3,8,-5,-5,6,-1
O=C(Nc1ccc2c(c1)OCO2)c1ccc(=O)[nH]n1,4,-13,-9,-4,-3,0,-2,-2
O=C(NC1=NCCS1)c1ccc(Cl)s1,-15,-5,-56,-3,2,-14,-6,2
COc1ccccc1C1=NOC(COC(=O)c2ccc(Br)cc2)C1 (centres undefined),22,-4,-3,7,7,-14,8,0
Cc1sc2ncn(CC(=O)NCCCC(=O)N3CCN(c4ccccc4F)CC3)c(=O)c2c1C,10,4,1,-3,-6,4,-4,-3
COc1ccc(NC(=O)CN(c2cc(C)cc(C)c2)S(=O)(=O)c2c(C)noc2C)cc1OC,22,0,-2,4,-13,16,-2,-2
Cc1ccc(O)c(C(=O)CC(=O)c2ccc(Cl)cc2)c1,65*,x,-47,-2,34,x,42*,x

# Assay outcomes as filed in PubChem.
